NR2E3 ag-1 = NR2E3 agonists in two-hybrid cells, primary screen, cell-based, luminescence, CHO-S, Gal4-NCOR/VP16-NR2E3 | inhibition of corepressor binding, % at 3.98 µM | luciferase | 360,000 compounds, 0.35% hits | AID 602229, 2012 | Photoreceptor-specific nuclear receptor (Homo sapiens), Q9Y5X4;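 active = inhibition above the mean of all tested compounds plus 3 SD, cut at about 70% in these data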;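 also: 0% = DMSO with NR2E3 transfected cells and 100% = cells lacking NR2E3 construct; higher means lower luciferase signal from less NR2E3 corepressor binding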
Target sequence (Q9Y5X4 whole entry, looked up, the tested form may be a part): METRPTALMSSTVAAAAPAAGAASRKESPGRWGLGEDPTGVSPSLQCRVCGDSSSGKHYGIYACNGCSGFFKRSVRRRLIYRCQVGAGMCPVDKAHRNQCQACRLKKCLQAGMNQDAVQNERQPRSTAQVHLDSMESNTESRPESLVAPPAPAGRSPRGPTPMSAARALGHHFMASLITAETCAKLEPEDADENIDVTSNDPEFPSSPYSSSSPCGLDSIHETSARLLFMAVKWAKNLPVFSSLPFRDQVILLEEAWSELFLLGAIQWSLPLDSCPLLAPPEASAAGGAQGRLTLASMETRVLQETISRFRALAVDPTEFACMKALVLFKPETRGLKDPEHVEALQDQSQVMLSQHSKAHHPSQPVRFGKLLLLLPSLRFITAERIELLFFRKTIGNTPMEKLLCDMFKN
Peg3 promoter = Peg3 promoter-driven luciferase inhibitors, primary screen, cell-based, HeLa, luciferase luminescence. HeLa PEG-Prom luciferase reporter, overnight. inhibition, % at 20 µM. 360,000 compounds, 1.7% hits;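 active = inhibition of at least 50% at 20 µM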
NR2E3 ag-2 = inhibitors of NR2E3-RetCOR corepressor binding, primary screen, NR2E3 agonist project, biochemical, TR-FRET, GST-NR2E3, biotin-RetCOR | inhibition of corepressor binding, % at 4.78 µM | 1536-well | 320,000 compounds, 0.12% hits | AID 2300, 2010;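 active = percent inhibition above the cutoff of mean plus 3 SD of all tested compounds, set per screening campaign, cut at about 20% in these data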;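 also: 0% = DMSO wells and 100% = biotin wells as full block of FRET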
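Material – GST-tagged NR2E3 plus biotinylated RetCOR corepressor · Quantity – NR2E3 fusion 1.35 nM · Times – 5 h incubation at 4 °C · Medium – pH 7.5 Tris-based buffer · Technique – TR-FRET, Eu(K)-anti-GST donor, streptavidin-D2 acceptor, ex 340, em 617/671 nm · Benchmarks – high control biotin, low control 0.6% DMSO · Format – 1536-well plates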
CaV13 FRET inh = Disruptors of the CACNA1D IQ motif to Ca2+-dependent inactivation inhibitor domain association, primary screening, Förster resonance energy transfer in intact living …; HEK cells, CFP/YFP FRET ICDI-IQ, plate reader, 10 min; percent FRET-ratio fall versus neutral wells; inhibition, % at 12.3 µM; AID 743397; 340,000 compounds, 0.098% hits;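 active = mean replicate inhibition of at least 30% and at least 1% of replicates passing that level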;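 also: 0% = median of the neutral control wells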
TRPM1 prom inh = inhibitors of MITF-dependent TRPM1 promoter reporter, primary screen, cell-based, SK-MEL-5, single point, luciferase; SK-MEL-5 TRPM1 promoter luciferase, 24 h; inhibition, % at 12.5 µM; 330,000 compounds, 0.83% hits;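 active = mean inhibition across replicates of 60% or more, whatever share of single replicates reaches that level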; also: values of inactives mirror those of a sister screen read the other way
iPSC survival up = enhancers of single-cell hiPSC survival, primary screen, ATPlite luminescence | 100% = ROCK inhibitor wells, 0% = DMSO | survival enhancement, % at 20 µM | 360,000 compounds, 0.044% hits; in the data active = survival enhancement above about 18%;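 also: cells exposed to compounds for 16 hours before the ATP read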
aDG glyco act = activators of alpha-DG glycosylation, primary screen, uHTS, Pro5-aDG cells, AlphaScreen; activation, % at 10 µM; 360,000 compounds, 0.22% hits; alpha-DG glycosylation AlphaScreen (IIH6); 0% Pro5, 100% B10-LARGE cell signal; AID 624168, 2012;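 active = activation of at least 8% versus controls, or a plate z-score of at least 8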;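 also: Pro5 are CHO cells carrying HIG-tagged alpha-DG that lacks glycosylation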
Exocytosis inh = LAMP-1 surface exposure blockers, TALL-104 cells – cell-based, flow cytometry, MLPCN library, primary screen; TALL-104 LAMP-1 surface exposure; cells stimulated with thapsigargin and PMA; inhibition, % at 10 µM; 360,000 compounds, 0.66% hits; AID 651702, 2012;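 active = inhibition above about 55%, limit read from the data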
Vif inh = HIV Vif self-association inhibitors, primary screen, imaging, HEK293T, single point | HEK293T cells, Vif self-association by quenched fluorescence, 24 h | inhibition, % at 7.49 µM | 340,000 compounds, 0.35% hits; in the data active = inhibition above about 50%, passing the limit was not always enough; also: some results filed as inactive read as strong as hits
PDI inh = inhibitors of human PDI, primary screen, biochemical, turbidity, single point, plate reader; inhibition, % at 10 µM; 350,000 compounds, 0.052% hits; PDI insulin aggregation turbidity, A650, 90 min; Protein disulfide-isomerase (Homo sapiens), P07237;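 active = mean inhibition across replicates of 30% or more, whatever share of single replicates reach that level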;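 also: absorbance from insulin aggregation driven by PDI reduction with DTT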
Target sequence (P07237 whole entry, looked up): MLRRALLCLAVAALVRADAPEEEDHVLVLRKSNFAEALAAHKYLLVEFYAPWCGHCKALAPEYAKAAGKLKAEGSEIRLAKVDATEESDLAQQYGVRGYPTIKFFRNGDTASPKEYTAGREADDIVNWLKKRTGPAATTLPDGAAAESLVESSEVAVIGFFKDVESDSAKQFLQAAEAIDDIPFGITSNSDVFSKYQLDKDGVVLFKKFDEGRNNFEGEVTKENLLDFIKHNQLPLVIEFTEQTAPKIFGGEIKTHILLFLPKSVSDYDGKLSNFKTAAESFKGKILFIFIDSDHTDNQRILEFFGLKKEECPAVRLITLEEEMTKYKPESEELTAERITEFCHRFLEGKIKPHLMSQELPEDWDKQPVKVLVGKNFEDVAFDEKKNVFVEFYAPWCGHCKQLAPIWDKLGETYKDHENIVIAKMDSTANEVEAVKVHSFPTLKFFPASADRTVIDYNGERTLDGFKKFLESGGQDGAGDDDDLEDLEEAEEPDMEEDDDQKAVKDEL
HIF-2a block = HIF-2a reporter inhibitors, primary screen, luminescence, 786-0 RCC cells. AID 624352, 2012. inhibition, % at 18.8 µM. 786-0 RCC cells HIF-2a reporter, luciferase luminescence, overnight. 360,000 compounds, 0.72% hits;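 active = inhibition of the luminescence signal of 40% or more relative to plate controls, in a single-dose primary screen at 18.75 µM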
An asterisk follows results filed as active; . = not tested or not shown.

SMILES	NR2E3 ag-1	Peg3 promoter	NR2E3 ag-2	CaV13 FRET inh	TRPM1 prom inh	iPSC survival up	aDG glyco act	Exocytosis inh	Vif inh	PDI inh	HIF-2a block
CC(=O)Nc1ccc(C(=O)Nc2ccc3c(c2)OCCO3)cc1	-49	-76	1	-2	-70	-0.1	-0.2	-13	-9	2	-41
CC(C)(C)S(=O)(=O)N1C[C@H]2CC/C=C\C/C(c3ccccc3)=C\2[C@@H]1CCO	-18	10	.	-7	-1	-1.6	-0.2	2	.	3	4
CCN(CC)C(=O)[C@H]1CC(CC(=O)NCCN2CCOCC2)C(=O)N2CCc3c([nH]c4ccc(OC)cc34)[C@]12C (some centres not stated)	6	-14	.	-5	-1	4.8	0.0	-1	-2	1	-8
CC(C)(C)CC(=O)NCc1cccs1	-43	-7	-1	-5	13	-0.8	-0.2	-13	6	1	13
Cc1ccc(N(CC(=O)Nc2ccccc2-c2ccccc2)S(=O)(=O)c2ccccc2)c(C)c1	-15	4	5	-5	-5	2.3	-0.1	2	3	21	-1
Cc1cc(C)nc(SCC(=O)NCc2ccco2)n1	-29	-6	-3	1	9	3.0	-0.4	0	.	4	0
CCN(CC)c1ccc(C(=O)OCC(=O)Nc2ccccc2-c2ccccc2)cc1	9	21	1	-4	4	0.5	1.0	46	-5	-7	26
CCOC(=O)N/N=C/C=C/c1ccccc1[N+](=O)[O-]	-32	-1	-4	-4	1	-0.4	-0.6	-1	13	0	-8
COc1cccc2c1CCc1c-2nc2ccccc2c1C(=O)O	-122	-128	9	-4	8	-0.2	-0.1	-8	13	-2	-93
COc1ccc(CNC(=O)COC(=O)[C@@H]2CCCN2C(=O)c2cccs2)cc1	4	3	.	-6	3	3.4	-0.3	-5	3	8	-6
CCS(=O)(=O)N1CCN(c2ccc(C(=O)NC34CC5CC(CC(C5)C3)C4)cc2[N+](=O)[O-])CC1	5	0	2	-6	-1	-0.3	1.5	-7	7	-2	19
Cc1ccc2c(c1)NC(c1cccs1)C1=C(CC(C)(C)CC1=O)N2 (configuration not stated)	-11	19	1	-3	-1	0.9	0.5	-4	-10	-2	8
Cn1cccc1CC(=O)N/N=C/c1ccc(Cl)cc1	3	-96	2	-5	-28	-0.5	0.0	2	-2	-3	-80
O=C(CSc1nnc(Nc2ccccc2)s1)NCCN1C(=O)CSC1=O	17	-19	0	-8	2	5.3	-0.1	0	5	0	-24
Cc1cc(C)n(-c2ccc(C(=O)OCC(=O)Nc3ccc(Cl)c(S(=O)(=O)N(C)C)c3)cc2)n1	-13	11	-1	-8	6	-1.8	-0.3	1	1	5	1
CC(C)CNC(CC(=O)O)c1ccccc1 (configuration not stated)	1	-4	-1	-7	6	-0.1	-0.1	-2	-8	2	19
Oc1ccc(-c2nc3ccccn3c2NCc2ccco2)cc1	-20	-69	-1	-5	-14	-1.0	0.1	-1	3	-15	-91
O[C@@H]1Cc2ccccc2O[C@H]1c1ccccc1	-7	7	.	-4	-6	-0.2	-0.1	-6	-6	7	10
CCc1nn2cc(-c3ccccc3)nc2s1	-79	35	-2	0	19	-4.4	0.2	-4	2	0	22
CNc1nc(-c2cccc(C(=O)N(C)C)c2)cn2ccnc12	0	20	.	-7	.	0.7	0.0	-6	5	4	12
Cc1cccc(NC(=O)CCN2CC(C)OC(C)C2)c1 (configuration not stated)	-22	6	2	.	10	-0.2	-0.2	-5	0	15	-2
CCNC(=S)N1CCn2cccc2C1c1ccc(F)cc1 (configuration not stated)	-3	16	0	-2	0	-0.5	-0.1	-2	1	0	16
Cc1nn(C)cc1CN1CCC(n2nccc2NC(=O)CCCc2ccccc2)CC1	14	33	-1	.	1	-0.4	0.5	-3	1	6	12
Cc1ccsc1CN(C)C(=O)c1cc(S(=O)(=O)N2CCOCC2)ccc1N1CCCC1	-25	6	4	-6	-4	-0.2	0.2	-6	2	1	3
Cc1c(C(=O)Nc2c(N)nc(SCC(=O)NCC3CCCO3)[nH]c2=O)cccc1[N+](=O)[O-] (configuration not stated)	-5	14	-2	-10	-9	0.3	0.2	7	2	-4	6
FC(F)C(F)(F)c1cc(-c2ccc(Cl)cc2)n[nH]1	-35	-156	2	-15	.	-0.4	0.1	3	-5	-8	-149
CC1=[N+](C)N(c2ccccc2)C(=O)C1N=Cc1ccccc1Cl (configuration not stated)	-11	7	4	3	6	-1.7	-0.4	3	-3	11	3
CN(C)c1ccc(C(=O)Nc2cccc(S(=O)(=O)N3CCCC3)c2)cc1	-18	-133	2	-3	-48	0.5	-0.3	-2	-6	-10	-175
COCCN(Cc1ccccc1)C(=O)c1ccc2c(c1)NC(=O)CS2	-24	11	0	-5	5	-0.3	0.0	-4	-3	9	-1
O=C(CSc1nc(-c2ccccc2)nc2c1Cc1ccccc1O2)Nc1ccc(C(=O)O)cc1	0	-21	.	-18	13	1.3	-0.2	-1	9	11	-13
CCOC(=O)c1cccc(NC(=O)CCc2nc(-c3ccc(C)cc3)no2)c1	-32	4	-3	-2	3	-0.8	0.4	3	.	-1	5
Cc1sc2nc(CN3CCOCC3)nc(N3CCN(S(=O)(=O)c4ccccc4)CC3)c2c1C	-12	49	3	-2	-2	-0.4	-0.1	-6	-15	4	13
NS(=O)(=O)c1cnccc1Nc1cccc(Br)c1	-19	8	1	-19	-14	0.0	0.0	0	-3	-6	30
C/C(=N\NC(=O)Cc1c[nH]c2ccccc12)c1ccc2ccccc2c1	-21	-25	5	-7	-3	-0.8	0.3	5	-6	0	-55
CC(C)C1C(=O)N(Cc2cn(CCC3OCCO3)nn2)CCS(=O)(=O)N1Cc1ccc(-c2ccc(Cl)cc2)cc1 (configuration not stated)	-17	46	.	-3	.	1.2	0.6	24	3	14	-33
CCOC(=O)C1=CNS(=O)(=O)NC1c1ccc(Br)cc1F (configuration not stated)	-38	2	.	-6	-1	-1.9	-0.2	2	-7	-100	2

Arranged by number of heavy atoms (low to high): some entries from above
SMILES	NR2E3 ag-1	Peg3 promoter	NR2E3 ag-2	CaV13 FRET inh	TRPM1 prom inh	iPSC survival up	aDG glyco act	Exocytosis inh	Vif inh	PDI inh	HIF-2a block
CCOC(=O)C1=CNS(=O)(=O)NC1c1ccc(Br)cc1F (configuration not stated)	-38	2	.	-6	-1	-1.9	-0.2	2	-7	-100	2
CCOC(=O)c1cccc(NC(=O)CCc2nc(-c3ccc(C)cc3)no2)c1	-32	4	-3	-2	3	-0.8	0.4	3	.	-1	5
Cc1sc2nc(CN3CCOCC3)nc(N3CCN(S(=O)(=O)c4ccccc4)CC3)c2c1C	-12	49	3	-2	-2	-0.4	-0.1	-6	-15	4	13

Next part
SMILES	NR2E3 ag-1	Peg3 promoter	NR2E3 ag-2	CaV13 FRET inh	TRPM1 prom inh	iPSC survival up	aDG glyco act	Exocytosis inh	Vif inh	PDI inh	HIF-2a block
Cc1ccc(S(=O)(=O)N2[C@@H](c3ccccc3F)C(C(=O)O)=CC[C@H]2c2ccc(C(C)C)cc2)cc1	12	18	3	-9	-1	2.7	-0.2	-2	.	5	15
N#C/C(=C\c1c[nH]c2ccccc12)C(=O)NC1CCCC1	-20	-136	0	-3	-57	-0.1	0.2	0	-3	-2	-189
COC(=O)C(O)(CC(=O)Nc1cc(Cl)ccc1Cl)C(F)(F)F (configuration not stated)	-17	8	0	.	9	6.9	-0.1	6	-19	4	8
COc1ccc(NC(=O)C(=O)NCCC2CCCCN2S(=O)(=O)c2cccs2)cc1 (configuration not stated)	-36	42	2	-2	37	-0.5	-0.2	4	-1	4	-4
COc1ccc(-n2c(SCC(=O)NC3CCCCC3)nc3ccsc3c2=O)cc1	0	17	-2	-6	8	0.5	0.4	2	2	13	19
CCCNC(=O)CSc1ccc(S(=O)(=O)N(C)C2CCCCC2)cn1	-13	9	.	-7	.	0.1	0.0	-2	0	-6	7
Cc1ccccc1NC(=O)/C(C#N)=C\c1cccnc1	17	6	2	-7	-13	3.6	-0.1	6	12	2	10
CCOc1ccc(C2Nc3cccc4cccc(c34)N2)cc1OC	-4	11	2	-5	1	-1.5	-0.5	56*	9	-4	-5
CCCC(=O)Nc1nnc(CCc2ccccc2)s1	-13	-14	7	-21	2	1.2	-0.1	2	15	-1	-13
Cn1c2ccccc2c(=O)c2ccc(F)cc21	-2	-98	5	186*	-15	4.3	0.0	0	0	7	-98
CC(=O)c1cccc(NC(=O)C2=CN3CCS(=O)(=O)N=C3C=C2)c1	-24	-1	2	-4	-4	-0.3	0.1	-1	-3	6	15
Cc1ccc(S(=O)(=O)N(CCCN2CCCC2=O)Cc2cc3c(C)ccc(C)c3[nH]c2=O)cc1	-17	18	0	.	11	-0.4	-0.2	-2	-7	5	5
CCOc1ccc(NC(=O)/C(C=Nc2ccccc2)=C(\C)O)cc1	12	-61	-5	-5	-27	-0.4	-0.2	17	6	-5	-59
O=C(CC1C[C@H](C(=O)N2CCOCC2)[C@@]2(CCC3CCCC3)c3[nH]c4ccccc4c3CCN2C1=O)NCc1ccco1 (some centres not stated)	-13	15	.	-5	2	1.2	-0.2	-1	.	-15	9
CCOC(=O)c1sc(N)c(C(N)=O)c1C	-19	8	2	-7	-4	-1.0	0.1	-5	-4	-4	10
CCC1Oc2ccc(C)cc2N(CC(=O)NCc2cccs2)C1=O (configuration not stated)	4	2	3	-6	8	-1.0	0.0	-1	.	3	3
COc1ccc(NC(=O)C2(c3ccc(NC(=O)c4ccc(C)cc4)cc3)CCCC2)cc1	-19	11	4	-9	2	-1.5	0.0	0	6	4	17
Cc1nn(Cc2ccccc2)c(C)c1NC(=O)c1noc2c1CCc1ccccc1-2	24	8	5	.	-3	-0.8	-0.1	3	-9	10	-7
CC(C)c1cc(CN2CCN(Cc3ccc(F)c(F)c3)C(CCO)C2)[nH]n1 (configuration not stated)	13	8	3	-6	9	1.1	0.1	-2	1	2	16
CCC1=C2CC[C@H]3C(=O)NC(=O)[C@H]3[C@H]2[C@@]2(Cc3ccccc3)C(=NCC(=O)OC)OC(=O)N2C1=O	-5	-27	1	-10	2	-2.8	0.1	-6	4	-4	-10
CN1CCN(NC(=O)c2cccc(Br)c2)CC1	23	12	-2	-2	-9	-1.4	-0.2	7	-5	-3	8
CC1CN(Cc2cc(=O)[nH]c(C3CC3)n2)CC(C)O1 (configuration not stated)	-10	7	4	-4	-10	-3.0	-0.2	4	0	-8	9
C/C(=N/OC(=O)C1CC1c1ccccc1)c1ccccc1 (configuration not stated)	16	-4	2	-6	-1	3.9	0.4	-4	2	5	4

Source: PubChem
